# Bioassay records: PubChem BioAssay, National Center for Advancing Translational Sciences (NCATS)
# KB-3-1 tox – KB-3-1 parental cell cytotoxicity. KB-3-1 viability, CellTiter-Glo ATP luminescence, 72 h. Potency, µM (highest dose often 46.1 µM), for inactives: at the highest dose activity change, negative = cytotoxic, hits mostly cytotoxic. 400,000 compounds, 1.4% hits; also: potency is read from the fitted curve at half-maximal effect; % is scaled to controls: 0 for no effect and ±100 for the full control effect; nearly all actives have a fitted effect of over 60% in size
#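 Parental KB-3-1 viability, qHTS format: 72 h compound exposure, 37 °C; CellTiter-Glo; media-only wells and DMSO plates as controls; concentration-effect fits on corrected data.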
# SW480 rereplic – DNA re-replication induction in SW480 cells. SW480 DNA re-replication, Hoechst DNA content imaging, 48 h. Potency, µM (series often up to 46.1 µM), inactives show top-dose re-replication activation, usual class: activators. 340,000 compounds, 1.8% hits; also: potency is read from the fitted curve at half-maximal effect; % of control where 0% means no effect; nearly all actives have a fitted effect of over 55% in size
#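 Hoechst fluorescence of nuclei (405 nm excitation, 500-530 nm emission) measured by plate-scanning imager after 48 hr compound exposure at 37 C; re-replication scored as increased number of nuclei with elevated intensity.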
# ATXN viability – viability counter-screen for ATXN expression inhibitors; S2 cells (HEK-293 line with an ATXN2-luciferase reporter) viability, CellTiter-Fluor protease fluorescence, 24 h; Potency, µM (series often up to 56.7 µM), hits mostly cytotoxic; 400,000 compounds, 0.49% hits; also: potency is read from the fitted curve at half-maximal effect; nearly all actives have a fitted effect of over 40% in size
# MCF10A rereplic – induces DNA re-replication in MCF 10a normal breast cells; MCF 10A DNA re-replication, Hoechst nuclear intensity, 48 h; Potency, µM (doses to about 46.1 µM), for the others: at the highest dose activity, positive = re-replication, hits mostly activators; 350,000 compounds, 2.9% hits; also: potency is read from the fitted curve at half-maximal effect; % of control where 0% means no effect; nearly all actives have a fitted effect of over 50% in size
# HT1080 IDH1KD tx – kills HT-1080 cells with IDH1 knockdown | HT-1080 IDH1 knockdown viability, ATP luminescence, 48 h | Potency, µM (top dose mostly 46.1 µM), for the others: at the top dose activity, negative = toxicity, actives largely listed as cytotoxic | 360,000 compounds, 2% hits;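 also: potency is read from the fitted curve at half-maximal effect; 0% = DMSO wells and -100% = cell-free medium wells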
#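 Cytotoxicity counter-line: IDH1KD HT-1080, 48 h, CellTiter-Glo. Curves classed by r2, magnitude and activity.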
# IL1B secr inh – blocks inflammasome-driven IL-1 beta release | AID 743279 | THP-1 LPS/ATP IL-1B secretion, AlphaLISA, 16 h; active compounds read low | activity change, % at 57.5 µM | 360,000 compounds, 4.7% hits; in the data active = activity change below about -50%; inconclusive = mostly about -30% to -49%; also: % is scaled to controls: 0 for no effect and ±100 for the full control effect
#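 Secreted IL-1B measured by AlphaLISA bead assay after 16 h compound exposure of THP-1 cells; compounds (final up to 57.5 uM) added 1 h before LPS (250 ng/mL) and ATP (1.25 mM) stimulation; lower signal means less secretion.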
# ATXN2 expr inh – inhibitors of ATXN2 expression. HEK-293 ATXN2-luciferase reporter, luminescence, 24 h. Potency, µM (highest dose often 57 µM), for the others: at the top dose activity change, negative = inhibition, hits mostly inhibitors. 360,000 compounds, 0.72% hits. AID 1745845; also: potency is read from the fitted curve at half-maximal effect; % is scaled to controls: 0 for no effect and ±100 for the full control effect; nearly all actives have a fitted effect of over 55% in size
#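 qHTS (up to 57 uM final) was run with 24 h compound exposure of reporter cells at 37 °C. Each well was multiplexed: SteadyGlo luminescence measured ATXN2-luciferase expression after a fluorogenic Gly-Phe-AFC viability readout (25 uM final).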
# HepG2 tox – kills HepG2 cells in TGF-b inhibitor counter-screen | HepG2 CAGA-GFP viability, ATP luminescence, 18 h | Potency, µM (top dose mostly 46.1 µM), for inactives: at the top dose activity change, negative = cytotoxicity, hits mostly cytotoxic | 410,000 compounds, 0.76% hits | AID 588856; also: potency is read from the fitted curve at half-maximal effect; some results filed as inactive show a strong effect at the top dose
#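 CellTiter-Glo luminescence gave cytotoxicity after 18 hours at 37 degrees C. The cells were HepG2 CAGA-GFP in 1% FBS DMEM, stimulated with 500 pg/mL TGF-beta after compound addition. %Activity was normalised to no-cell wells (complete cell-killing) and DMSO (no toxicity), and curves were fitted and classified.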
# HT1080NT lethal – kills 2HG-producing HT-1080-NT fibrosarcoma cells; HT-1080-NT fibrosarcoma viability, CellTiter-Glo ATP luminescence, 48 h; AID 686970; Potency, µM (doses to about 46.1 µM), for the others: at the highest dose activity, negative = less viability, hits mostly cytotoxic; 360,000 compounds, 1.6% hits;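 also: NT is the 2HG producing partner of a matched IDH1 knockdown line; potency is read from the fitted curve at half-maximal effect; 0% = DMSO-treated cells and -100% = media-only wells without cells; nearly all actives have a fitted effect of over 55% in size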
#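 Fibrosarcoma NT cells, 750 per well in 5% FBS RPMI, were exposed to compound for 48 hours. Viability: CellTiter-Glo luminescence.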
# * = called active by the depositor; i = inactive; ? = inconclusive; · = not tested or not shown; & = joins results of further samples; [ ] = another dose, or the depositor's remark. Unless noted, calls follow the shape of the dose curve; as a rule, active = well fitted curve in the direction sought with a large enough effect; inconclusive = small, poorly fitted or top-dose-only effect, or another doubt; inactive = no such curve, though single readings can be large; an effect the other way counts as inactive or inconclusive.
SMILES,KB-3-1 tox,SW480 rereplic,ATXN viability,MCF10A rereplic,HT1080 IDH1KD tx,IL1B secr inh,ATXN2 expr inh,HepG2 tox,HT1080NT lethal
COc1ccc(C)cc1NC(=O)C(OC(=O)c1ccc([N+](=O)[O-])o1)c1ccccc1 (stereo unspecified),-10%,-1%,i,15%,7%,-6,-6%,-1%,4%
CCCCNC(=S)N(CCN(CC)CC)Cc1cc2cc3c(cc2[nH]c1=O)OCCO3,-8%,-27%,i,?,-10%,?,1%,-63%,-9%
C=CCn1c(Cc2cccs2)nnc1SCC(=O)c1cccc(Br)c1,-5%,0%,i,19%,-12%,?,4%,-30%,-13%
C/C(N)=C(/C#N)C(=O)CSc1nnc(Nc2cccc(C)c2)s1,-3%&7%,?,?,0%&-3%,-19%&-21%,-16&3,4%&56%,-22%&-10%,-5%&0%
Fc1ccc(C(c2nnnn2Cc2cccs2)N2CCN(c3ccccc3)CC2)cc1 (stereo unspecified),-15%,-1%,i,11%,-1%,-25,-6%,-7%,-7%
Cn1cc([N+](=O)[O-])c(C(=O)NCc2cc3cc(Cl)ccc3[nH]2)n1,9.2µM*,-2%,i,26%,17%,-2,1%,0%,1%
CCn1cc2nc(SCc3c(F)cccc3Cl)n(CCc3ccccc3)c(=O)c2n1,2%,·,i,·,·,·,-34%,-26%,·
CSC1=NCCN1C(=O)c1ccc2c(c1)OCO2,1%,-3%[9.22 µM],i,7%,13%,-10,-3%,-4%,1%
CCC(=O)N1c2ccc(S(=O)(=O)N3CCN(c4cc(C)ccc4C)CC3)cc2CC1C (stereo unspecified),-25%,18%,i,10%,-11%,-14,-9%,4%,-27%
COc1ccc(C2CC(c3cccs3)=NN2c2nc(-c3ccccc3)cs2)cc1OC (stereo unspecified),2%,7%,i,?,18%,-4,-22%,-16%,0%
Cc1ccc(S(=O)(=O)NCCSc2nnnn2-c2ccc(C(N)=O)cc2)cc1,2%,-8%,i,-14%,10%,6,1%,-10%,6%
CC1(C(=O)NS(=O)(=O)C2CC2)CCN(C(=O)c2ccc3c(c2)OCO3)C1 (stereo unspecified),0%,·,i,·,9%,17,8%,2%,16%
Cc1ccnc(NC(=O)Nc2cccc(F)c2)c1,6%,-23%,·,-3%,-4%,8,·,-10%,2%
COc1cc(NC(=O)C2CC2)c(C(=O)O)cc1OC,-5%,2%,i,17%,-1%,0,1%,-21%,-4%
COc1cccc(CN2CCC2(C)C(=O)Nc2cccc(Oc3ccccc3)c2)c1OC (stereo unspecified),-25%,·,i,·,?,-21,-1%,-3%,-28%
O=C(NCCc1ccco1)C(=O)NCC1CCCN1S(=O)(=O)c1ccccc1 (stereo unspecified),?,16µM*,?,?,?,-5,-24%,-4%,?
COc1cc(SC)ccc1C(=O)N1CCN(c2ccccc2OC)CC1,6.5µM*,?,i,18µM*,8.2µM*,30,-28%,-16%,9.2µM*
COc1ccc(C2(C(=O)Nc3ccccc3)CCOCC2)cc1,1%,-5%,i,20%,18%,2,33%,3%,21%
CCOc1cc(C(C(=O)NCC2CCCO2)N(C(=O)Cn2nnc3ccccc32)c2ccc(C(C)=O)cc2)ccc1O (stereo unspecified),5%,19%,i,3%,18%,-2,5%,0%,1%
COc1cc(OC)c2ccc(=O)oc2c1,-18%,-2%,i,-3%,-2%,-21,6%,-5%,-5%
O=c1oc(-c2ccc(Br)o2)nc2ccccc12,1%,1%,i,22%,-20%,1,18%,-14%,8%
Cc1ccsc1CN(C)C(=O)C1CCC(=O)N(CCc2cccc(F)c2)C1 (stereo unspecified),-6%,3%,i,8%,5%,4,44%[activator],2%,6%
O=C(Nc1ccccc1F)c1cc(-c2ccco2)nc2ccccc12,-2%,-6%,i,2%,-7%,10,-8%,1%,-3%
Cc1cc(C)n(C(=O)CNC(=O)c2ccc(C(C)(C)C)cc2)n1,3%,-5%,i,-10%,12%,4,·,-7%,0%
O=c1[nH]c(SCC2CCCCO2)nc2ccccc12 (stereo unspecified),-4%,-6%,i,3%,-29%,-3,38%,0%,-30%
CC(C)c1ccc(NC(=O)C2(C)Cc3c(-c4cccc(C(F)(F)F)c4)ccnc3O2)cc1 (stereo unspecified),0%,·,?,·,-22%,-19,0%,-21%,-3%
Cc1ccc(N2C(=O)CC(C)CC2=O)cc1,7%,-7%,i,-19%,11%,21,8%,15%,11%
CC1CCCN(C(=O)CSc2cnc3ccccc3n2)C1 (stereo unspecified),-12%,-20%,i,?,-12%,18,27%,-20%,1%
Cc1ccc(NC(=O)/C(=C/c2ccncc2)NC(=O)c2ccccc2)cc1,0%,0%,i,-2%,3%,-8,-18%,-24%,17%
CCOc1ccc(NC2=NC(C)(C)N=C(N)N2)cc1,-7%,4%,i,-1%,-2%,24,-2%,-22%,4%
Cc1cc(=O)oc2c(C)c(OC(C)C(=O)Nc3ccc(N4CCC(C)CC4)cc3)ccc12 (stereo unspecified),-1%,17%,i,0%,-2%,17,-10%,12%,-3%
O=C(Cn1ccc(=O)[nH]c1=O)Nc1ccc(C(=O)O)c(O)c1,9%,-1%,i,3%,2%,27,·,7%,6%
O=C(Nc1ccc(Cl)cn1)c1ccc2nccnc2c1,-5%,?,i,13%,-16%,79,8%,5%,-3%
CCN1CCCC(OC(=O)c2cc(-c3ccccc3Cl)nc3ccccc23)C1 (stereo unspecified),-1%,-8%,i,2%,-18%,-24,·,-31%,-14%
Cc1cc(NC(=O)c2ccc3c(c2)C(=O)N(Cc2ccccc2)C3=O)no1,-4%,-7%,i,17%,22%,11,-22%,-1%,16%
C=CCOC(=O)/C(=C\c1ccccc1)NC(=O)c1ccc(C)cc1,11%,-3%,i,1%,1%,-10,·,-3%,2%
COc1ccc(-n2cnc3cc(C(=O)NC4CCCC4)ccc32)cc1,3%&-14%,?,i,8%,7%,-26,-3%&9%,-4%&-6%,-2%
CC(C)CN(C(=O)c1ccc(Br)o1)C1CCS(=O)(=O)C1 (stereo unspecified),?,-5%,i,4%,-11%,-13,-12%,-2%,-1%
O=C(NCc1ccccc1)C(c1ccco1)N1CCN(C(=O)C2CCCO2)CC1 (stereo unspecified),-1%,·,·,·,25%,19,·,·,24%
COc1ccc(NCc2nnc(SCC(=O)c3ccc(OC)cc3)o2)cc1,-20%,?,i,?,?,-5,3%,-35%,-1%

# Full records from above. Order of screens: KB-3-1 tox, SW480 rereplic, ATXN viability, MCF10A rereplic, HT1080 IDH1KD tx, IL1B secr inh, ATXN2 expr inh, HepG2 tox, HT1080NT lethal
# COc1ccc(C2CC(c3cccs3)=NN2c2nc(-c3ccccc3)cs2)cc1OC (stereo unspecified) is listed with 2%, 7%, i, ?, 18%, -4, -22%, -16%, 0%
# Fc1ccc(C(c2nnnn2Cc2cccs2)N2CCN(c3ccccc3)CC2)cc1 (stereo unspecified) is listed with -15%, -1%, i, 11%, -1%, -25, -6%, -7%, -7%
# O=c1oc(-c2ccc(Br)o2)nc2ccccc12 is listed with 1%, 1%, i, 22%, -20%, 1, 18%, -14%, 8%
# O=C(Nc1ccc(Cl)cn1)c1ccc2nccnc2c1 is listed with -5%, ?, i, 13%, -16%, 79, 8%, 5%, -3%

# More results
SMILES,KB-3-1 tox,SW480 rereplic,ATXN viability,MCF10A rereplic,HT1080 IDH1KD tx,IL1B secr inh,ATXN2 expr inh,HepG2 tox,HT1080NT lethal
Cc1nc2cc(N3CCOCC3)c(NC(=O)C3CC3)cc2c(=O)n1Cc1ccccc1,?,-2%,i,2%,6%,4,-6%,-22%,-7%
COC(=O)/C=C/C(=O)Nc1ccc(O)c(Cl)c1,13%,?,i,?,-19%,-99*,15%,6%,-24%
Cc1ccc(CCNC(=O)C2CCC(=O)N2Cc2cccnc2)cc1 (stereo unspecified),0%,-4%,i,-1%,-4%[9.24 µM],10,1%,31%,1%
Cc1ccc(C(=O)NC(=S)Nc2cccc3nsnc23)cc1,0%,2%,i,0%,2%,23,50%[activator],5%,1%
CC(C)[C@H](NC(=O)N1c2ccccc2NC(=O)[C@@H]1C(C)C)C(=O)N[C@H](Cc1ccccc1)C(=O)O,0%,-4%,i,20%,9%,-1,17%,3%,7%
C[C@@H]1COc2cc(N(C)CCO)ccc2S(=O)(=O)N1,-11%,·,i,·,12%,21,9%,·,19%
O=C(COC(=O)c1ccc(O)cc1O)NC1CCS(=O)(=O)C1 (stereo unspecified),8%,-8%,?,8%,13%,11,13%,2%,24%
O=C(Cn1nc(Cl)nc1Cl)c1cc2ccccc2oc1=O,-4%,-9%,i,?,-2%,-16,-1%,-34%,0%
Cc1ccc(-n2c(C)cc(C(=O)Cn3nc(C(=O)O)c4ccccc4c3=O)c2C)cc1,0%,8%,i,-6%,?,2,-14%[11.3 µM],1%,-26%
CC(/C=N/NC(=O)c1cc(-c2cccnc2)nc2c1c(C)nn2-c1ccccc1)=C\c1ccccc1,1%,5%,i,-6%,-5%,0,-22%,-2%,-5%
CC1(C)CC(=O)C2=C(C1)OC(/N=C/N1CCCC1)=C(C#N)C2c1ccccc1 (stereo unspecified),-1%,-7%,i,-2%,0%,-9,-13%,4%,17%
Cc1nc(SCC(=O)N(C)Cc2ccco2)c2c(C)c(C)sc2n1,?,26%,i,?,?,-5,-22%,-22%,-21%
Cc1ccc(N(CC(=O)NCCc2ccccc2)C(=O)CCC(=O)Nc2cc(C)ccn2)cc1,-12%,0%,i,-1%,-9%,-3,-3%,5%,?
O=C(CSc1nnc(CNC(=O)c2ccccc2F)o1)Nc1ccc2c(c1)OCCO2,0%,-7%,i,-8%,6%,39,-1%,-24%,4%
Cc1cc(N2CCC(C)CC2)nc2ccc(NC(=O)Cc3ccccc3Br)cc12,-28%,·,i,·,·,·,-1%,-19%,·
CCn1c(=O)c(=O)n(CC)c2cc(N3CCCCC3)c(NC(=O)c3ccc(OC)c(OC)c3)cc21,1%,·,i,·,·,·,7%,-12%,·
